# High-throughput results deposited in PubChem BioAssay by National Center for Advancing Translational Sciences (NCATS).
# Akt phos inh: blocks phosphorylation of Akt; activity change, % for hits at 50 µM; AID 651550; hit rate 0.32% among 360,000; Neuro2A IGF-stimulated pAkt S473 HTRF, 20 min; active compounds read low; in the data active means activity change below about -80%; inconclusive means mostly about -51% to -80%; further: on the % scale 0 is the no-effect control and ±100 the full control effect
#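 Neuro2A cells in DMEM with 0.5% FBS, overnight at 37 deg C, given compound at single 50 µM final, then IGF (6 nM final) for 20 min at 37 deg C. Lysed; phospho-Akt Ser473 by HTRF after 24 h, 665/615 ratio.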
# Abeta rescue: restores growth of yeast expressing A-beta42 peptide | yeast expressing A-beta42, growth rescue, OD600, 48 h; response scale: 0% DMSO, 100% iron-clioquinol control | AID 1347071 | hit rate 0.063% among 410,000 | Potency, µM (titrated, usually from 46.1 µM), without a hit: top-dose growth rescue, actives largely listed as activators; further: potency means the concentration at half of the fitted maximal effect; nearly all actives have a fitted effect of over 55% in size
#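 Yeast A-beta toxicity model in growth medium with pinned compounds, 48 h at 30 C; growth read as absorbance at 600 nm. Normalized to FeCl3/clioquinol equimolar mix (positive) and DMSO (negative).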
# GLP-1R inv ag: acts as inverse agonist at human GLP-1 receptor; HEK293 GLP-1R CRE-luciferase, luminescence, 24 h; GLP-1R form is constitutively active; Potency, µM (titrated, usually from 38.3 µM), without a hit: top-dose activity change, negative = inhibition, usual class: inhibitors; P43220; AID 624417; hit rate 1.6% among 410,000; further: potency means the concentration at half of the fitted maximal effect; on the % scale 0 is the no-effect control and ±100 the full control effect; nearly all actives have a fitted effect of over 55% in size
# Target sequence (P43220 whole entry, looked up): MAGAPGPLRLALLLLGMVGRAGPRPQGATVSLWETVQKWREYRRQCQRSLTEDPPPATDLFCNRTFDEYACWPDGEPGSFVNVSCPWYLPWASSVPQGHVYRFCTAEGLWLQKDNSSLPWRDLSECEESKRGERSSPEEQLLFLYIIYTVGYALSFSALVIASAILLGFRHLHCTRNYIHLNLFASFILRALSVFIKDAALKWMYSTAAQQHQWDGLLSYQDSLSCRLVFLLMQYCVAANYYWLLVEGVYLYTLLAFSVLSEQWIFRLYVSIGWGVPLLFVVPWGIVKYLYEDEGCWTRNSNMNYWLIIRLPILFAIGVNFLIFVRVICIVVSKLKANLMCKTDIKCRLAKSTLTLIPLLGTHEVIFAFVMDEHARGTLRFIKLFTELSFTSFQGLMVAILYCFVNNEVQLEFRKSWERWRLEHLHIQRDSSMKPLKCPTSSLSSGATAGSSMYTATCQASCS
#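 Seeding at 200 cells/uL, 12 h culture, 24 hr compound treatment, then luciferase reagent and a luminescence read; cells are HEK293 stably expressing a constitutively active GLP-1R plus cAMP-responsive luciferase.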
# PTHR1 ag: PTHR1 (human) receptor agonism. Potency, µM (doses to about 115 µM), without a hit: at the highest dose activation, hits mostly activators. HEK293 GP2 PTHR1 cells, GloSensor cAMP luminescence, 1 h. hit rate 0.075% among 410,000. AID 743266. Q03431; further: potency means the concentration at half of the fitted maximal effect; nearly all actives have a fitted effect of over 55% in size; some results filed as inactive show a strong effect at the top dose; inactives centre near -15; many of its hits are not listed in these tables
# Target sequence (Q03431 whole entry, looked up): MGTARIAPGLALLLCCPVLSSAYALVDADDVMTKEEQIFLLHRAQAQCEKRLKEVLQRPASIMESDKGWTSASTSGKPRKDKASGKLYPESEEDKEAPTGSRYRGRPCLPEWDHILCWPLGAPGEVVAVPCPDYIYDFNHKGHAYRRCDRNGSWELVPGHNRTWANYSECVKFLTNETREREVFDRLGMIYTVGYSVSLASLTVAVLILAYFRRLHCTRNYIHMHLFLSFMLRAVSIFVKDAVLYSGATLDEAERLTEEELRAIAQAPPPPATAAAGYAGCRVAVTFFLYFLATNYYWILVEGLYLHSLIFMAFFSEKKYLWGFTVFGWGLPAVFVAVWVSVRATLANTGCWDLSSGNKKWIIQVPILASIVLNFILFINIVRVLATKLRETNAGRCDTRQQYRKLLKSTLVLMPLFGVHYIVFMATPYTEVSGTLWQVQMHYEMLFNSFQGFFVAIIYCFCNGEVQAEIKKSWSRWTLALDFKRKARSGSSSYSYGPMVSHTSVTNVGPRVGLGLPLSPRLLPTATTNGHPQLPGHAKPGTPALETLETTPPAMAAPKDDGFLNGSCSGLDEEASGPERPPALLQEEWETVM
#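 HEK-293-derived GP2 cells expressing PTHR1 and a GloSensor cAMP reporter, 3,000/well, plated overnight, given luciferin plus IBMX (each 0.5 mM as added) for 1 h at 37 °C, then compound for 1 h at 37 °C. Luminescence was read after 15 min at room temperature.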
# TDP43 rescue: rescues yeast growth from TDP-43 toxicity; TDP-43 expressing yeast growth rescue, BacTiter-Glo, 24 h; Potency, µM (highest dose often 46.1 µM), for inactives: at the top dose growth rescue (activation), actives largely listed as activators; hit rate 1.8% among 410,000; further: potency means the concentration at half of the fitted maximal effect; % of control where 0% means no effect; nearly all actives have a fitted effect of over 50% in size
#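 Cell-based yeast growth screen: TDP-43 expression induced in galactose, inoculum OD600=0.02 after raffinose pregrowth to mid-log. Read-out BacTiter-Glo luminescence at 24 hr, 30 deg C; inhibition of toxicity seen as signal increase.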
# aSyn rescue: rescues yeast growth from alpha-synuclein toxicity; Yeast expressing alpha-synuclein, growth rescue, BacTiter-Glo, 24 h; Potency, µM (top dose mostly 46.1 µM), without a hit: at the highest dose growth rescue (activation), most hits filed as activators; hit rate 0.14% among 370,000; AID 652106; further: potency means the concentration at half of the fitted maximal effect; % of control where 0% means no effect; nearly all actives have a fitted effect of over 65% in size
#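 Galactose-induced alpha-syn yeast (OD600=0.02, raffinose-pregrown) + pinned cpd, 24 hr, 30 deg C; growth by BacTiter-Glo luminescence. Growth restoration scores as activation.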
# FUS suppressor: FUS proteinopathy suppression in yeast | S. cerevisiae FUS-expressing, growth rescue, OD600, 24 h | Potency, µM (highest dose often 76.6 µM), for the others: at the highest dose growth rescue (activation), actives largely listed as activators | hit rate 0.24% among 390,000;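 further: potency means the concentration at half of the fitted maximal effect; plate controls were DMSO vehicle for no effect and reference control for full effect; nearly all actives have a fitted effect of over 55% in size; some results filed as inactive show a strong effect at the top dose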
#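 Cultures pregrown in 2.5% raffinose medium are shifted to minimal medium containing 2% galactose to express toxic FUS. Compounds are tested at several concentrations. After 24hr at 30C, growth is quantified at 600 nm absorbance.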
# HEK293 tox: cytotoxicity counter-screen for GLP-1 receptor inverse agonists; HEK293 cAMP-luciferase reporter cells, luminescence, 24 h; hit rate 0.13% among 410,000; AID 624418; Potency, µM (top dose mostly 38.3 µM), for inactives: top-dose activity change, negative = inhibition, actives largely listed as inhibitors;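 further: loss of luciferase light is scored as toxicity; potency means the concentration at half of the fitted maximal effect; on the % scale 0 is the no-effect control and ±100 the full control effect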
#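 Here, cytotoxicity is scored as loss of luminescence. The MLSMR collection was tested on cells seeded in medium containing 10% Nu serum, with a 24 hr compound exposure preceded by 12 hours of culture.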
# Mm-Cpn inhibitor: blocks the Methanococcus maripaludis chaperonin Mm-Cpn. hit rate 0.031% among 330,000. Potency, µM (highest dose often 76.9 µM), for inactives: at the top dose activity, negative = inhibition, most hits filed as inhibitors. purified Mm-Cpn ATPase, ADP Transcreener TR-FRET; further: potency means the concentration at half of the fitted maximal effect; on the % scale 0 is the no-effect control and ±100 the full control effect; nearly all actives have a fitted effect of over 80% in size
#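 Purified archaeal chaperonin (25 nM final) was preincubated with compound for 10 min at 37°C, then ATP (10 uM final) was added for 30 min at 37°C in Tris pH 7.4/KCl/MgCl2/DTT buffer. ADP was quantified by HTRF Transcreener TR-FRET.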
# Active calls of the source: *; i = inactive; ? = inconclusive; · = no result given; & = joins results of further samples; [ ] = another dose, or the depositor's remark. Unless noted, the call rests on the fitted dose curve; in most records, active means well fitted curve in the direction sought with a large enough effect; inconclusive means small, poorly fitted or top-dose-only effect, or another doubt; inactive means no such curve, though single readings can be large; an effect the other way counts as inactive or inconclusive. Some of the compounds tested (hit frequency here may not be typical).
no.	SMILES	Akt phos inh	Abeta rescue	GLP-1R inv ag	PTHR1 ag	TDP43 rescue	aSyn rescue	FUS suppressor	HEK293 tox	Mm-Cpn inhibitor
1	CCOC(=O)CSc1cc(CS(=O)c2ccc(Cl)cc2)nc(-c2ccccc2)n1 (stereo not given)	i	-22%	?	-3%	-15%	13%	4%	18%	-1%
2	CC(=O)c1cccc(NC(=O)c2nc(-c3ccccc3)n(-c3cccc(C)c3)n2)c1	·	-31%	?	i	22µM*	·	?	0%	·
3	CS(=O)(=O)Cc1ccc(C(=O)N2CCCC2c2cccs2)cc1 (stereo not given)	i	1%	-1%	i	-20%	1%	1%	-3%	0%
4	Cc1ccc(CNC(=O)C2CCCN(c3nc4ccccc4n4cccc34)C2)cc1 (stereo not given)	·	-3%	13%	-1%	0%	·	?	2%	·
5	Cn1nc(C(=O)Nc2cccc(S(=O)(=O)N3CCCCC3)c2)c2ccccc2c1=O	i	5%	18%	-12%	-3%	8%	36%	-20%	-1%
6	O=C(CC1CC2CCC1C2)NC1CCCCCCC1 (stereo not given)	i	?	?	i	21%	6%	-21%	-2%	-2%
7	COc1cccc(/C(O)=C2/C(=O)C(=O)N(CCCN3CCOCC3)C2c2ccncc2)c1 (stereo not given)	i	8%	2%	-7%[57.5 µM]	21%	0%	8%	2%	0%
8	N#CCC(=O)Nc1ccc(C(=O)Nc2cccnc2)cc1	i	6%	12%	-1%	-1%	-8%	5%	-6%	1%
9	CC(C)N(Cc1ccccc1)C(=O)CN1C(=O)NC2(CCCC2)C1=O	i	8%	-2%	-21%	10%	4%	-25%	10%	0%
10	CCCNC(=O)C1(C)CCCN(C(=O)c2ccc3snnc3c2)C1 (stereo not given)	i	-12%	22%	-24%	5%	-8%	-5%	0%	·
11	COc1cccc(NC(=O)CSc2ncc3c(n2)-c2ccc(Cl)cc2N(C)S3(=O)=O)c1	·	-24%	8%	10%	-21%	·	-9%	20%	·
12	COc1ccc(C(=O)Nc2nc3ccccc3[nH]2)cc1S(=O)(=O)N1CCCC1	i	26%	-11%	-14%[57.5 µM]	28%	?	9%	-11%	4%
13	Cc1c(NC(=S)NC(=O)Cc2ccccc2)cccc1C(=O)O	i	14%	43%[activator]	-15%[57.5 µM]	12%	-15%	8%	4%	-2%
14	O=C(COc1ccc(Cl)cc1[N+](=O)[O-])N1CCCCCC1	i	6%	?	-2%	-26%[0.397 µM]	1%	-6%	-13%	1%
15	CCSc1nnc(NC(=O)c2ccc3c(c2)OCO3)s1	i	0%	9%	-10%	-19%	?	-12%	11%	0%
16	COc1ccc(CNC(=O)Cn2ccc(NC(=O)OCc3ccccc3)nc2=O)cc1	i	2%	12%	-26%	3%	-2%	-22%	9%	1%
17	CCNC(=O)COC(=O)c1cccc(Br)c1	i	-8%	22%	-5%	-3%	0%	14%	-15%	1%
18	COc1cccc(CNC(=O)C2CCC(CNS(=O)(=O)c3ccc(Br)s3)CC2)c1 (stereo not given)	·	-7%	-17%	-16%	18%	·	-27%	2%	·
19	Cc1noc(C)c1COC(=O)C(c1ccccc1)c1ccccc1	i	-17%	-42%	i	23%	0%	-4%	1%	2%
20	CC(C)CNC(=O)c1cccc(NC(=O)CSc2ccccc2)c1	i	12%	16%	i	6%	-5%	17%	10%	1%
21	CSc1ccccc1OCc1cc(C(=O)N2CCc3[nH]cnc3C2c2ccccn2)no1 (stereo not given)	i	-1%	11%	-10%	26%	-1%	·	7%	0%
22	Cc1cccc(NC(=O)CSc2cccc3cccnc23)c1	i	15%	-8%	i	?	?	-11%	-9%	2%
23	COc1ncnc2c1NC(=O)CS2	i	11%	0%	i	16%	0%	-9%	0%	0%
24	O=C(NN=C1C2CC3CC(C2)CC1C3)c1ccccc1O	i	9%	2%	?	0%	-9%	3%	?	2%
25	O=C(NCc1ccco1)c1cc([N+](=O)[O-])ccc1N1CCCCC1	i	0%	-34%	-3%	14µM*	0%	2%	-20%	2%
26	COC(=O)c1ccc(-n2nc(C(F)(F)F)c3c2-c2ccoc2CC3)cc1	i	7%	-29%	-26%	0%	11%	38%	1%	-2%
27	COc1ccc(CCNC(=O)c2c[nH]n3c(=O)c(Cc4ccccc4Cl)c(C)nc23)cc1OC	·	-17%	?	-61%[inhibitor]	6%	·	14%	-20%	·
28	O=C(Nc1ccccc1Cc1ccccc1)c1oc2ccccc2c1COc1ccccc1	i	-12%	4.5µM*	-29%	14%	8%	-20%	78%[activator]	0%
29	COCCNC(=O)c1cc(-c2cccs2)on1	i	-2%	48%[activator]	-18%	22%	0%	-11%	10%	0%
30	Cc1cc(SCC(=O)Nc2cccc(S(N)(=O)=O)c2)c(C)cc1Br	i	15%	-27%	-20%	10%	4%	4%	3%	1%

# The last two entries of the section above open the next one:
no.	SMILES	Akt phos inh	Abeta rescue	GLP-1R inv ag	PTHR1 ag	TDP43 rescue	aSyn rescue	FUS suppressor	HEK293 tox	Mm-Cpn inhibitor
29	COCCNC(=O)c1cc(-c2cccs2)on1	i	-2%	48%[activator]	-18%	22%	0%	-11%	10%	0%
30	Cc1cc(SCC(=O)Nc2cccc(S(N)(=O)=O)c2)c(C)cc1Br	i	15%	-27%	-20%	10%	4%	4%	3%	1%
31	O=C(OCC(=O)N1CCc2ccccc21)c1ccccc1F	i	3%	6%	-29%	-9%	10%	-10%	-2%	-2%
32	CCCCCCCCCCCCCCCC(=O)Nc1ccn(C2OC(CO)C(O)C2O)c(=O)n1 (stereo not given)	i	-2%	-23%	i	6%	2%	·	-11%	·
33	Cc1ccc(-n2c(SCC(=O)N/N=C/c3ccccc3OCC(=O)O)nc3ccccc3c2=O)cc1	i	-3%	17%	-1%	-10%	-5%	21%	5%	-2%
34	CCOC(=O)C1CCN(S(=O)(=O)c2csc(C(N)=O)c2)CC1	i	1%&-7%	18%&-16%	-37%[inhibitor]	1%&-7%	1%	-9%&-10%	-2%&1%	4%
35	CCCNC(=O)COC(=O)c1ccccc1OCC(=O)Nc1ccc(Br)cc1	i	11%	0%	-3%	-6%	-12%	·	11%	1%
36	Cc1cccc(Nc2nc(N)nc(CN3CCN(C)CC3)n2)c1	i	12%	0%	-1%[57.5 µM]	0%	0%	6%	-4%	0%
37	COc1ccc(N2CC(NC(=O)N(C)CCC#N)CC2=O)cc1 (stereo not given)	i	-20%	9%	i	-28%	-3%	16%	2%	1%
38	c1ccc(CN2CCN(Cc3nnc(-c4ccccc4)o3)CC2)cc1	i	-9%	14%	i	-7%	-18%	-10%	-4%	0%
39	CCC(C)[C@H](NC(=O)OC(C)(C)C)C(=O)N/N=C/c1cccc2nccnc12 (stereo not given in full)	i	-6%	12%	i	-26%	1%	-2%	-1%	-2%
40	Cc1ccc(NC(=O)COc2ncnc3sccc23)cc1S(=O)(=O)N(C)C	i	12%	8%	-17%	13%	-5%	-2%	2%	-18%
41	COc1ccc(CC(CC(=O)O)C(=O)Nc2ccc(OC)cc2)cc1 (stereo not given)	i	7%	3%	i	12%	-3%	23%	-18%	-2%
42	CCC(CC)C(=O)Nc1c2cnn(-c3ccccc3)c2nc(=O)n1-c1ccccc1	i	-3%	8%	i	-3%	-3%	·	12%	-2%
43	Nc1nc(N)c(N=O)c(OCC2CCCCC2)n1	i	-20%	-14%	-2%	?	5%&1%	-15%	-29%	-10%
44	O=C(NCc1ccccc1)C(c1ccccc1)n1c(=O)c(-c2ccco2)nc2ccccc21 (stereo not given)	i	-4%	1%	-13%	18%	5%	36%	14%	·
45	COc1ccc(CCC(=O)OCC(=O)c2ccc(C)cc2)cc1	i	13%	-15%	i	?	-12%	-9%	4%	1%
46	COCc1[nH]nc2c1C(c1ccccc1F)C(C#N)=C(N)O2 (stereo not given)	i	-1%	0%	i	-4%	8%	1%	19%	-1%
47	C#CCNC(=O)C1=C[C@@H](c2cn(C(C)=O)c3ccccc23)C[C@@H](OCCCCO)O1	i	3%	29%	i	22%	0%	7%	1%	·
48	CCOc1cccc2cc(-c3cn4c(n3)sc3ccccc34)c(=O)oc12	·	-13%	-9%	i	7%	·	-4%	15%	·
49	O=C(C1CC(c2cccc(Br)c2)=NO1)N1CCc2ccccc2C1 (stereo not given)	i	6%	0%	i	-11%	4%	-1%	9%	-2%
50	COC(OC)C1(C)C(C#N)=C(N)Oc2c1c(=O)oc1ccccc21 (stereo not given)	i	22%	17%	-26%	-5%	-2%	7%	0%	0%
51	COc1ccc(C(=O)CN2CCN(c3ccc(F)cc3)CC2)cc1	i	-1%	-16%	-33%[inhibitor]	5%	-1%	-23%	4%	1%
52	O=C(N/N=C/C=C\c1cccc([N+](=O)[O-])c1)c1cccnc1	i	-2%	?	i	8%	-5%	3%	-64%	0%
53	Cc1ccnc2nc(C(=O)Nc3nnc(-c4ccccc4)o3)nn12	i	-2%	15%[7.66 µM]	i	-16%[9.22 µM]	0%	13%	-7%[7.66 µM]	-1%
54	Cc1cc2ccccc2c(=O)n1CC(=O)NCC1COc2ccccc2O1 (stereo not given)	i	15%	?	-11%[57.5 µM]	-5%	0%	7%	7%	-1%
55	Cc1ccc(CNC(=O)CCS(=O)(=O)c2ccc3c(c2)oc(=O)n3C)cc1	i	-15%	13%	i	-11%	0%	14%	-8%	-1%
